Assay outcomes: PubChem, NMMLSC
RGS4-Gao reg: human RGS4-Galphao interaction regulation. P09471. Multiplexed bead flow cytometry, RGS4-Galphao binding; actives lie on both sides. binding response (% of control), % at 10 µM. 0.33% of 220,000 active. AID 1415; in the data active = binding response below about 49% or above about 150%; inactive = in between;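 also: fluorescent Galphao activated with aluminum fluoride binding bead-coupled RGS4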
Target sequence (P09471 whole entry, looked up): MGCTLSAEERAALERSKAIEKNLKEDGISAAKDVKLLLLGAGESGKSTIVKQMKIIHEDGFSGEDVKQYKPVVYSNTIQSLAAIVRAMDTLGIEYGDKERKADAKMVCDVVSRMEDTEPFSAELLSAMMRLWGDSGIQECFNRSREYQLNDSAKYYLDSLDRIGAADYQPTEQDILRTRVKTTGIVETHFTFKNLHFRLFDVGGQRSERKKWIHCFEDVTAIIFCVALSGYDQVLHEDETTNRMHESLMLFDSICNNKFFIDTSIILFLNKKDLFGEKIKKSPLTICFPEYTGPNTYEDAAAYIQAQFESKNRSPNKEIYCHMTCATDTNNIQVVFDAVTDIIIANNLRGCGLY
RGS8-Gao reg: regulators of human RGS8-Galphao interaction; multiplexed bead flow cytometry, RGS8-Galphao binding; actives lie on both sides; 0.34% of 220,000 active; response (percent of control binding), % at 10 µM; P09471; in the data active = response below about 60% or above about 140%; inactive = in between;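 also: Galphao activated as the GDP aluminium fluoride complex binding bead-coupled RGS8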
Bcl-XL Bim block: inhibitors of Bim-Bcl-XL interaction, human; Q07817; Bim peptide-Bcl-XL binding, bead flow cytometry, fluorescence; inhibition, % at 10 µM; 0.04% of 190,000 active
ABCG2 inh: blocks JC-1 efflux by human ABCG2 transporter; Q9UNQ0; IgMXP3 cells, flow cytometry; inhibition, % at 6.6 µM; 0.1% of 190,000 active;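 active = inhibition above 80%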;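 also: 0% = DMSO and 100% = nicardipine control wells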
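System: two drug-resistant human cell lines, ABCG2 and ABCB1; controls: nicardipine high and DMSO low controls; times: 10 min exposure at 25 °C with rotation, no wash; detection: flow cytometry of retained JC-1 fluorescence; read-out basis: percent efflux inhibition, scaled nicardipine 100% to DMSO 0%; doses: one concentration, 6.6 µM final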
RGS7-Gao: human RGS7-Galphao interaction regulation; Multiplexed bead flow cytometry, RGS7-Galphao binding; actives lie on both sides; binding response (% of control), % at 10 µM; 0.35% of 220,000 active; in the data active = binding response below about 49% or above about 150%; inconclusive = no clear call, values can overlap the other calls; inactive = in between;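 also: fluorescent Galphao held in activated GDP-AlF4 state binding bead-coupled RGS7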
Bim-Bfl-1: human Bim-Bfl-1 interaction inhibition; Q16548; Bead-based flow cytometry, Bim-Bfl-1 binding inhibition; inhibition, % at 10 µM; 0.12% of 190,000 active; AID 1008;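 also: 0% = wells without compound plus tracer and 100% = blocker peptide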
Bim-Bcl-2: disrupts Bim peptide binding to human Bcl-2; inhibition, % at 10 µM; Bead-based flow cytometry, Bim peptide-Bcl-2 binding; 0.06% of 190,000 active; P10415; AID 950; in the data active = inhibition above about 40%; inconclusive = no clear call, values can overlap the other calls;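 also: 0% = no compound wells with probe peptide and 100% = reference peptide inhibitor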
Target sequence (P10415 whole entry, looked up): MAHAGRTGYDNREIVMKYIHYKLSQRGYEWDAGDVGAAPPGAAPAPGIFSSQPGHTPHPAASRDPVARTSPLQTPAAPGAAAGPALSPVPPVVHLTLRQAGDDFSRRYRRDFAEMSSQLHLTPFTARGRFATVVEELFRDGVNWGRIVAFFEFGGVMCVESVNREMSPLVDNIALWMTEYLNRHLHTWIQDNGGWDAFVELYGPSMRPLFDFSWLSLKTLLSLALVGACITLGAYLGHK
ABCB1 block: inhibitors of human ABCB1 transporter, ABCG2 counter-screen; 0.067% of 190,000 active; CCRF-Adr cells, JC-1 efflux, flow cytometry; P08183; AID 1326; inhibition, % at 6.6 µM; in the data active = inhibition above about 40%;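 also: 0% = vehicle and 100% = reference inhibitor; higher value means more JC-1 retained so stronger ABCB1 efflux block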
Bim-Bcl-B: disrupts Bim peptide binding to human Bcl-B; Q9HD36; bead-based flow cytometry; inhibition, % at 10 µM; 0.073% of 190,000 active; AID 951;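 also: 0% = tracer peptide without compound and 100% = reference inhibitor peptide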
Target sequence (Q9HD36 whole entry, looked up): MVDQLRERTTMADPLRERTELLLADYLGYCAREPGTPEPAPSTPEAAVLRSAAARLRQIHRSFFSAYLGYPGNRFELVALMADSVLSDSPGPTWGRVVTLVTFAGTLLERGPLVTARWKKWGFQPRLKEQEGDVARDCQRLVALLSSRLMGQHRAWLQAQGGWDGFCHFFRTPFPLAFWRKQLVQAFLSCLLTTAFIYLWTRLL
GSH bead fluor: compound fluoresces at 488/530 nm on GSH beads. GSH beads flow cytometry, compound fluorescence 488/530 nm; hits give high values. fluorescence (KMESF) at 10 µM. 0.25% of 190,000 active; in the data active = fluorescence above about 89;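 also: glutathione beads carrying GST-tagged Bcl family fusion proteins plus one bare bead set; values are compound well signal with DMSO vehicle wells as background; inactives centre near 16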
Bcl-W Bim block: disrupts Bim peptide binding to human Bcl-W. 0.02% of 190,000 active. bead-based flow cytometry. Q92843. inhibition, % at 10 µM;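 also: 0% = bound tracer without compound and 100% = peptide blocker; higher means less fluorescent Bim peptide bound to Bcl-W beads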
Target sequence (Q92843 whole entry, looked up): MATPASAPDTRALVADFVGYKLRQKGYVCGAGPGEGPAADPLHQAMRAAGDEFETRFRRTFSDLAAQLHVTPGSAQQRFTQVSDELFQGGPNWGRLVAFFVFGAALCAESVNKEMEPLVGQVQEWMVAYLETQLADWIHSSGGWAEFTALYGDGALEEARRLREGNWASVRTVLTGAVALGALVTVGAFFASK
Starred values were filed as active, the others as inactive; ? = inconclusive. Rule as the data show it, unless noted: active = inhibition above about 40%.

SMILES	RGS4-Gao reg	RGS8-Gao reg	Bcl-XL Bim block	ABCG2 inh	RGS7-Gao	Bim-Bfl-1	Bim-Bcl-2	ABCB1 block	Bim-Bcl-B	GSH bead fluor	Bcl-W Bim block
NC(=O)c1ccc(Oc2ncc(C(F)(F)F)cc2Cl)cc1	103	103	-1	4	?	-4	-2	0.1	0	10	2
COc1ccc(N(CC(=O)Nc2ccc3c(c2)OCCO3)S(=O)(=O)c2c(C)nn(C)c2C)cc1	91	91	2	6	95	0	-1	1.6	-2	24	0
CCNc1nc(Oc2ccc(Cl)cc2Cl)cc(C(F)(F)F)n1	99	103	-5	0	103	-12	-8	0.5	-6	33	-1
CCOCCn1c(CN2CCN(CC)CC2)nc2c1c(=O)n(C)c(=O)n2C	96	100	-4	-1	98	-1	-1	-0.1	0	17	-7
COc1ccc(N(C)S(=O)(=O)c2c(C)[nH]c(=O)[nH]c2=O)cc1	94	100	-3	0	93	-3	-5	-0.1	-3	6	-3
COc1ccc2cc(/C(C)=N/NC(=O)C3CC3)ccc2c1	102	101	-4	8	101	-5	0	0.5	0	26	1
CC1=NN(C(=O)c2cccc(Cn3nc(C)c([N+](=O)[O-])c3C)c2)C(O)(C(F)(F)F)C1 (stereo not drawn)	103	109	-4	6	102	-8	-5	1.9	-3	28	-4
Cc1ccccc1NC(=O)c1ccccc1	98	97	-3	0	99	-7	-7	0.2	-6	13	0
Cn1c(=N)n(CC(=O)c2cccs2)c2ccccc21	108	111	-3	2	112	-1	-6	0.3	-2	13	-4
Cc1cc(C)c(NC(=O)C2=CCN(S(=O)(=O)c3ccc(F)cc3)CC2)c(C)c1	97	97	-4	1	100	0	-1	1.0	-8	16	-4
Cc1cccc(NS(=O)(=O)c2cc([N+](=O)[O-])ccc2C)n1	101	102	-4	8	?	-5	-5	0.5	-5	17	-3
COCCCNC(=O)CSc1nc2cc3c(cc2c(=O)n1CCCC(=O)NCc1ccc(OC)cc1)OCO3	98	98	-3	1	107	1	0	0.1	-4	63	-1
COc1ccc(CC(=O)Nc2ccc(-c3ccc4nnc(C)n4n3)cc2)cc1OC	100	100	5	5	96	-4	0	-0.1	2	6	3
COC(=O)c1ccc(COc2cccc(C)c2C)cc1	104	102	0	4	?	-4	-1	0.1	-2	18	3
CCn1c(=O)c2c3c(sc2n(C)c1=O)CCC3	88	94	1	1	89	-9	-6	0.1	-4	26	2
COc1ccccc1NCC(=O)N/N=C(\C)c1ccc(Br)s1	95	100	-5	-3	96	-11	-7	-0.8	-6	10	-4
COc1ccc(-c2nc3n(c(=O)c2C#N)CCS3)cc1	98	102	-2	5	98	-5	-2	0.3	-2	13	-1
CCc1nnc2c(N(C)C)nc3ccccc3n12	102	102	-3	4	99	-2	-5	0.7	-2	7	0
Cc1sc(NC(=O)c2ccccc2)c(C(c2ccccn2)N2CCN(CCO)CC2)c1C (stereo not drawn)	94	94	-9	1	89	-10	-4	0.5	-8	20	-4
Cn1c(N2CCC(C(N)=O)CC2)nc2c1c(=O)n(Cc1cccc(Br)c1)c(=O)n2C	103	103	-1	3	105	-16	-12	0.6	-5	28	-1
Cc1ccc(CNC(=O)CCS(=O)(=O)c2ccc(Br)cc2)cc1	99	97	0	7	98	-5	-2	0.1	-1	11	-1
COc1ccc(C2CC(c3ccc4ccccc4c3)=NN2C(=O)CNC2CCCCC2)cc1 (stereo not drawn)	107	132	-1	-4	105	1	0	1.1	-3	12	-2
COc1ccc(Cc2nnc(NC(=O)c3ccc(OC)c(OC)c3)s2)cc1OC	100	99	-3	7	109	4	3	2.5	0	21	-4
Cc1ccc(S(=O)(=O)N(C)CC(=O)N2CCN(C(=O)c3ccco3)CC2)cc1	104	101	0	0	104	-4	-1	0.2	-4	20	-4
COc1ccc(Cc2nc(-c3ccncc3)no2)cc1	101	105	2	1	106	-3	0	0.3	0	22	4

Some of the entries so far, with bars between the fields.
SMILES | RGS4-Gao reg | RGS8-Gao reg | Bcl-XL Bim block | ABCG2 inh | RGS7-Gao | Bim-Bfl-1 | Bim-Bcl-2 | ABCB1 block | Bim-Bcl-B | GSH bead fluor | Bcl-W Bim block
Cc1cccc(NS(=O)(=O)c2cc([N+](=O)[O-])ccc2C)n1 | 101 | 102 | -4 | 8 | ? | -5 | -5 | 0.5 | -5 | 17 | -3
COCCCNC(=O)CSc1nc2cc3c(cc2c(=O)n1CCCC(=O)NCc1ccc(OC)cc1)OCO3 | 98 | 98 | -3 | 1 | 107 | 1 | 0 | 0.1 | -4 | 63 | -1

The listing picks up, starting 2 compounds before the break.
SMILES	RGS4-Gao reg	RGS8-Gao reg	Bcl-XL Bim block	ABCG2 inh	RGS7-Gao	Bim-Bfl-1	Bim-Bcl-2	ABCB1 block	Bim-Bcl-B	GSH bead fluor	Bcl-W Bim block
Cc1ccc(S(=O)(=O)N(C)CC(=O)N2CCN(C(=O)c3ccco3)CC2)cc1	104	101	0	0	104	-4	-1	0.2	-4	20	-4
COc1ccc(Cc2nc(-c3ccncc3)no2)cc1	101	105	2	1	106	-3	0	0.3	0	22	4
CC1SC(C)C(=O)N(CC(=O)NCc2ccc(F)cc2)C1=O (stereo not drawn)	104	100	-11	0	101	-12	-6	-0.1	-12	19	-5
CCCCn1c(SCC(=O)c2ccc3c(c2)OCCO3)nnc1-c1ccco1	102	102	-6	1	103	-10	-5	0.0	-10	33	0
CCCOc1ccc(C(=O)NCc2cccnc2)cc1	104	105	2	-2	101	-3	2	-3.0	-1	20	1
Cc1ccc(-n2nc(C)c(/C=N/NC(=O)c3cccnc3)c2Cl)cc1	95	98	-1	3	91	0	2	0.5	0	6	0
O=C(C1CCCN(S(=O)(=O)c2ccccc2[N+](=O)[O-])C1)N1CCCC1 (stereo not drawn)	101	100	-8	-4	100	-11	-9	0.8	-10	11	-8
CN(Cc1ccccc1)C(=S)NC(=O)C1CCCCC1	101	100	-10	3	95	-4	0	0.3	-10	13	-6
C1CCc2c(nnc3c2-c2nonc2CC3)C1	99	100	4	-3	98	-6	-6	-2.1	-7	39	1
CCOC(=O)N1CCN(CC(=O)Nc2ccc(OC)cc2)CC1	100	101	0	3	97	0	0	0.3	0	17	-1
O=C(Nc1ccc(Cl)c(Cl)c1)OCCNC(=O)c1cccc(Cl)c1	108	102	0	3	102	-1	-5	0.3	1	12	0
C=CCOC(=O)C1=C(C)NC(C)=C(C(=O)OCC=C)C1c1cn(-c2ccccc2)nc1-c1ccco1	99	101	-3	4	98	0	-2	0.8	-5	19	-3
COC(=O)C1=C(C)N(Cc2ccco2)C(=O)C1	96	99	0	0	92	2	2	0.0	0	40	0
COc1cccc(NC(=O)CCNC(=O)Cn2ccc3ccccc3c2=O)c1	97	99	-10	1	97	-8	-9	0.6	-6	31	0
COC(=O)CC1Oc2ccccc2N(Cc2ccccc2)C1=O (stereo not drawn)	100	100	-5	10	102	-2	-7	0.8	-3	28	-1
CN(/C=C/C(=O)C(F)(F)F)Cc1ccccc1	105	102	-5	2	99	-9	-2	0.3	-1	22	5
CC(=O)CSc1ccc(C(=O)O)cn1	94	101	-7	-1	96	-2	-3	-0.5	-16	7	-5
O=C(Cn1c(=O)oc2ccccc21)Nc1ccc(S(=O)(=O)N2CCCCC2)cc1	101	107	-3	-1	104	-12	-4	0.3	-5	22	3
COCCN(C(=S)Nc1ccccc1C)C(C)c1cccs1 (stereo not drawn)	102	102	-5	4	104	-11	-6	1.5	-3	16	-1
COc1ccc(-c2nn(-c3ccccc3)cc2C#N)cc1	101	99	-2	16	99	-1	-6	0.7	0	23	-6
O=C(NNC(=O)C1COc2ccccc2O1)c1cccc([N+](=O)[O-])c1 (stereo not drawn)	99	97	-1	11	110	-3	-1	-0.1	-3	12	0
Clc1ss/c(=N\c2ccccn2)c1Cl	98	99	12	0	95	10	10	0.2	9	32	11
Cc1ccc(-c2nc3cccnc3s2)cc1NC(=O)C1c2ccccc2Oc2ccccc21	113	105	-6	3	103	-1	-2	-1.1	-12	9	-9
CN(NC(=O)c1ccccc1)C1=NS(=O)(=O)c2ccccc21	102	107	1	0	102	-5	-4	0.1	-1	15	1
O=Cc1ccnc(-c2ccc(OC(=O)c3ccco3)cc2)n1	99	98	-1	-1	?	-4	-2	-0.1	-6	11	-4
COc1ccccc1N1CCN(C(=O)COc2cccc(C)c2C)CC1	99	101	-1	1	99	-4	-2	0.3	0	13	-2
CCC12CN3CC(CC)(CN(C1)C3c1ccc(OC(C)C)cc1)C2=O (stereo not drawn)	109	103	-1	2	113	-12	-1	0.4	-7	16	2
CCc1nc2ccc(F)cc2c(C(=O)NC2CCCCC2C)c1C (stereo not drawn)	95	95	-1	3	95	-1	-5	0.7	0	15	-3
CC(=O)c1cccc(NC(=O)c2cc(C)no2)c1	104	103	-11	0	107	-12	-8	0.0	-13	16	-11
O=C(CSc1nc2[nH]ncc2c(=O)n1-c1ccccc1)N1CCCCCC1	92	93	-5	2	90	-6	-3	0.5	-3	9	-3
Cc1ccc(CNc2oc(COc3ccccc3Cl)nc2C#N)cc1	82	83	-1	16	86	-4	0	-1.6	-2	13	-2

Some entries already given, showing only Bcl-W Bim block and RGS7-Gao:
molecule	Bcl-W Bim block	RGS7-Gao
C1CCc2c(nnc3c2-c2nonc2CC3)C1	1	98
CCOC(=O)N1CCN(CC(=O)Nc2ccc(OC)cc2)CC1	-1	97
O=C(Nc1ccc(Cl)c(Cl)c1)OCCNC(=O)c1cccc(Cl)c1	0	102

Ordered by value in RGS4-Gao reg (ascending): five from the list above.
mol | RGS4-Gao reg | RGS8-Gao reg | Bcl-XL Bim block | ABCG2 inh | RGS7-Gao | Bim-Bfl-1 | Bim-Bcl-2 | Bim-Bcl-B | GSH bead fluor | Bcl-W Bim block
Cc1ccc(CNc2oc(COc3ccccc3Cl)nc2C#N)cc1 | 82 | 83 | -1 | 16 | 86 | -4 | 0 | -2 | 13 | -2
O=C(CSc1nc2[nH]ncc2c(=O)n1-c1ccccc1)N1CCCCCC1 | 92 | 93 | -5 | 2 | 90 | -6 | -3 | -3 | 9 | -3
COC(=O)C1=C(C)N(Cc2ccco2)C(=O)C1 | 96 | 99 | 0 | 0 | 92 | 2 | 2 | 0 | 40 | 0
O=C(C1CCCN(S(=O)(=O)c2ccccc2[N+](=O)[O-])C1)N1CCCC1 (stereo not drawn) | 101 | 100 | -8 | -4 | 100 | -11 | -9 | -10 | 11 | -8
CN(/C=C/C(=O)C(F)(F)F)Cc1ccccc1 | 105 | 102 | -5 | 2 | 99 | -9 | -2 | -1 | 22 | 5

Compounds as they come; 1.1% or so of the library scored in one or more.
